VHR inh abs: inhibitors of human VHR1 phosphatase (DUSP3); inhibition, % at 13.3 µM; recombinant VHR phosphatase, pNPP absorbance; actives 0.52% (n = 290,000); AID 1654; in the data active = inhibition above about 50%; also: some compounds called inactive have numbers as strong as hits
TcdB inh: inhibitors of Clostridioides difficile toxin B glycohydrolase; P18177; TcdB glycohydrolase enzymatic assay, plate reader; inhibition, % at 9.99 µM; actives 0.24% (n = 350,000); in the data active = inhibition above about 10%
PriA SSB inh: blocks PriA binding to SSB C-terminal tail | inhibition, % at 33 µM | AlphaScreen SSBct-PriA binding, biotinylated peptide | actives 0.6% (n = 430,000) | AID 1272365; in the data active = inhibition mostly above about 37%, no sharp cut-off; inactive = mostly below about 20%;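 also: plate controls were negative control peptide for no effect and reference peptide for full effect; strong numbers were not always called active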
Rv3671c protease: inhibitors of M. tuberculosis serine protease Rv3671c; actives 0.048% (n = 320,000); inhibition, % at 5.96 µM; P9WHR9; in the data active = inhibition above about 38%;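 also: extracellular domain of Rv3671c used as enzyme; 0% = enzyme with DMSO and 100% = no enzyme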
Vc quorum ag: quorum light induction in luxS cqsA deficient V. cholerae | V. cholerae BH1578 lux reporter, luminescence, 6 h | activation, % at 18.7 µM | actives 0.16% (n = 350,000) | AID 588436; in the data active = activation mostly above about 9.7%, no sharp cut-off; also: not every result past the cut was called active; inactives centre near 0; reference of the scale not given here
MazEF act: increases E. coli MazEF RNase cleavage of RNA; P0AE70; FAM/BHQ RNA-DNA oligo cleavage fluorescence, 5 h; activation, % at 20 µM; actives 0.32% (n = 350,000); in the data active = activation above about 50%
PrPC surface inh: inhibitors of human cell surface prion protein PrPC | P04156 | TR-FRET read-out | inhibition, % at 13.8 µM | actives 0.43% (n = 370,000); in the data active = inhibition above about 24%; also: 0% = median of the test wells and 100% = reference compound wells
3CLpro inhibitor: SARS-CoV 3CLpro protease inhibition; P0C6X7; recombinant SARS-CoV 3CLpro, quenched FRET peptide cleavage; inhibition, % at 6 µM; actives 0.14% (n = 290,000); in the data active = inhibition above about 12%
Yp Topo-I inh: inhibitors of Yersinia pestis topoisomerase I; activity, % at 10 µM; actives 0.064% (n = 360,000); Y. pestis Topo-I cleavage product accumulation, plate reader; AID 504884; in the data active = activity above about 50%, passing the limit was not always enough; also: inactives centre near 2
CCHFV vOTU inh: CCHFV vOTU protease inhibition. Pep-AMC fluorescence. inhibition, % at 11.5 µM. actives 0.55% (n = 370,000). AID 651958; in the data active = inhibition above about 30%; also: 0% = vehicle wells with enzyme and 100% = no enzyme wells
An asterisk follows results filed as active; i = inactive; . = no result given; & = joins results of further samples.

SMILES	VHR inh abs	TcdB inh	PriA SSB inh	Rv3671c protease	Vc quorum ag	MazEF act	PrPC surface inh	3CLpro inhibitor	Yp Topo-I inh	CCHFV vOTU inh
Cc1ccc(NS(=O)(=O)c2ccc(C(=O)N3CCCC(C(F)(F)F)C3)cc2)cc1 (configuration not stated)	.	-0.2	0	3	-0.8	-3	-4	.	0	17
COc1ccc(CCN2C(=O)NC(NC(=O)CC(C)C)(C(F)(F)F)C2=O)cc1OC (configuration not stated)	5	.	-4	-4	-0.4	11	7	1	-4	-2
COc1cc(CN2C(=O)C(CCc3ccccc3)ON=C2c2cnccn2)cc(OC)c1 (configuration not stated)	.	0.6	.	.	0.1	.	9	.	30	-1
O=C(Nc1nccs1)c1nc[nH]c1C(=O)N1CCc2ccccc2C1	.	1.1	-6	5	i	10	7	.	3	-2
C[C@]12CC[C@H](O)CC1=CCC1C2CC[C@]2(C)C(=O)[C@H](Br)CC12 (some centres not stated)	.	0.7	-8	-1	i	4	-1	.	4	4
COc1ccccc1C(=O)N1C(CC(=O)Nc2cc(Cl)ccc2C)C(=O)NC2CCCCC21 (configuration not stated)	11	.	1	0	0.1	-6	0	4	7	4
CC(C)C(=O)NC(c1ccc(Cl)cc1Cl)c1ccc2cccnc2c1O (configuration not stated)	6	-2.2	26	2	0.0	7	30*	-3	-5	-4
Cc1nc2ccc(C(=O)NCCCN3CCCC3=O)cn2c1N(C)C(=O)CCc1ccccc1	.	-1.4	.	.	-0.8	.	-5	.	-4	-19
C=CCn1c(=S)[nH]c2ccccc2c1=O	16	.	8&-6	6	-4.8	-2	0	1	4	8
O=S(=O)(NCC1CCCO1)c1ccc2ccccc2c1 (configuration not stated)	10	.	-7	-8	i	5	7	5	7	-6
COc1cc(C(=O)O[C@H]2C/C(C)=C/CC[C@@]3(C)O[C@@H]3[C@H](O)[C@@H]2C(C)C)cc(OC)c1OC	24	1.9	.	-3	i	0	-1	8	11	4
O=C(CCC(=O)NC1CCCCCCC1)Nc1nnc(C(F)(F)F)s1	23	0.0	-8	-1	-0.4	1	-1	1	-1	2
Cc1cc(NCc2ccncc2)ccc1Br	25	0.4	-13	5	-0.2	7	12	0	-2	-1
Cc1ccc(C(=O)N2c3ccc(F)cc3CCC2C)o1 (configuration not stated)	-4	.	-4	1	i	0	-1	0	8	-5
COCCn1c(SCC(=O)Nc2cc(C)on2)nc2c(c1=O)SC(C)C2 (configuration not stated)	-16	-1.2	10	10	-0.5	7	5	1	6	17
CC(C)OC(=O)CSc1nc2cc3c(cc2cc1C#N)OCO3	31	.	-10	-7	i	-6	3	-6	1	1
CCC(C(=O)NCc1ccc(F)cc1)N(Cc1ccco1)C(=O)c1snc(C(N)=O)c1N (configuration not stated)	15	.	0	4	-4.0	7	3	-2	12	-9
CCC(C)n1c(NC(=O)c2ccccc2)c(C#N)c2nc3ccccc3nc21 (configuration not stated)	58*	.	58*	-33	-0.3	4	-1	-3	7	94*
Cc1ccc(S(=O)(=O)NNC(=O)c2cc(C)cs2)cc1	20	-1.3	-19	2	-0.4	5	7	2	-7	-13
CCC(=O)N1CC2(CC(c3cccc(NC(=O)CC(c4ccccc4)c4ccccc4)c3)=NO2)C[C@H]1C(N)=O (some centres not stated)	11	0.9	-19	-1	0.6	4	6	.	5	-4
CC(NC(=O)CSc1ncccn1)c1ccccc1 (configuration not stated)	18	0.9	-4	6	1.6	1	-6	0	-3	3
CC(=O)Nc1ccc(NC(=O)C2CCCN(S(=O)(=O)c3ccc(Cl)cc3)C2)cc1 (configuration not stated)	7	1.9	0	-1	-0.4	12	-3	4	-2	0
CC(C)(C)OC(=O)N1CCC(Cc2cc(-c3cccnc3)no2)(C(=O)O)CC1	.	1.1	-8	0	i	8	1	.	0	3
Cc1ccccc1/C=C1\OC(=O)c2ccccc21	4	.	-25	-9	-0.6	-3	-2	5	9	1
Cc1ccc(Cl)cc1-c1cc(C(=O)NCc2cccc(Cl)c2)[nH]n1	.	0.1	.	.	i	.	6	.	1	1
O=C(/C=C/c1ccccc1[N+](=O)[O-])NCCCn1ccnc1	1	0.2	-7	-4	-0.2	-8	-8	-1	-3	6
O=C(CCCN1C(=O)/C(=C\c2ccco2)SC1=S)Nc1ccc2ccccc2c1	28	-0.3	20	-13	-0.3	-14	4	-2	-12	11
N=c1sccn1CC(=O)Nc1cc(Cl)ccc1[N+](=O)[O-]	17	1.8	-7	-3	-0.2	9	-14	-1	0	4
CC(C(=O)Nc1cccc(S(=O)(=O)N2CCOCC2)c1)N1CCN(C)CC1 (configuration not stated)	68	0.3	5	1	-0.8	1	3	-3	0	6
Cc1ccc(S(=O)(=O)N2[C@@H](c3ccc(Br)cc3)C(C(=O)O)=CC[C@H]2c2ccc(C(C)C)cc2)cc1	.	0.7	-11	-30	-1.9	-12	3	.	21	5
CCOc1ccc(N(CCCCO)C(=S)NC(=O)c2ccc(C)c(Br)c2)cc1	6	-9.5	4	-7	-0.4	3	-2	-2	31	-2
OC(COc1ccccc1)CN1CCN(CC(O)COc2ccccc2)CC1 (configuration not stated)	0	-2.2	-7	7	-0.7	4	-2	-1	0	6
O=S(=O)(NCCC1CC1(Cl)Cl)c1ccccc1 (configuration not stated)	-3	1.0	-8	-1	i	1	4	4	-2	-10
CCCn1nnc(NC(=O)C(c2ccccc2)c2ccccc2)n1	40	.	-4	0	0.6	0	9	-2	10	1
O=C(c1ccncc1)c1ccc(N2CCN(C3CC(=O)N(Cc4cccs4)C3=O)CC2)cc1 (configuration not stated)	15	0.9	3	8	-0.2	-5	-5	2	4	-10
Nc1ccc(S(=O)(=O)c2ccc(N3CCOCC3)c(N)c2)cc1	.	0.2	.	.	-0.3	7	-2	.	2	8
CCSc1nccc(-c2nn(-c3ccc(C)cc3)ccc2=O)n1	-19	.	-1	8	i	3	-16	4	4	16
Cc1ccccc1N=C1N=C(N)c2ccccc21	-17	1.3	-2	-2	-0.5	2	1	0	4	8
Cc1cc(C)cc(NC(=O)CSc2nc(CSc3ccc(Cl)cc3)cc(=O)[nH]2)c1	22	-0.4	-21	4	-0.4	-2	-4	6	-8	3
COC(=O)[C@@H](NC(=O)NCc1ccco1)C(C)C	16	.	-4	2	-2.9	6	-1	3	0	-12

6 compounds from above, limited to MazEF act and TcdB inh.
SMILES,MazEF act,TcdB inh
Cc1nc2ccc(C(=O)NCCCN3CCCC3=O)cn2c1N(C)C(=O)CCc1ccccc1,.,-1.4
C=CCn1c(=S)[nH]c2ccccc2c1=O,-2,.
O=S(=O)(NCC1CCCO1)c1ccc2ccccc2c1 (configuration not stated),5,.
COc1cc(C(=O)O[C@H]2C/C(C)=C/CC[C@@]3(C)O[C@@H]3[C@H](O)[C@@H]2C(C)C)cc(OC)c1OC,0,1.9
O=C(CCC(=O)NC1CCCCCCC1)Nc1nnc(C(F)(F)F)s1,1,0.0
Cc1cc(NCc2ccncc2)ccc1Br,7,0.4

(listing goes on)
SMILES	VHR inh abs	TcdB inh	PriA SSB inh	Rv3671c protease	Vc quorum ag	MazEF act	PrPC surface inh	3CLpro inhibitor	Yp Topo-I inh	CCHFV vOTU inh
CCC1CCCCN1C(=S)NC1CCCCC1 (configuration not stated)	2	1.1	-1	9	-0.3	-2	5	1	4	-1
COc1ccc(CCNC(=O)C(C(=O)c2ccccc2)n2ccccc2=O)cc1OC (configuration not stated)	-27	.	2	2	-1.0	-5	3	3	-1	-2
Cc1nn(CC(=O)Nc2cc(S(=O)(=O)N3CCOCC3)ccc2Cl)c(C)c1[N+](=O)[O-]	.	0.8	2	-5	-0.3	2	-1	.	7	2
Cn1nnnc1SCCNCc1ccccc1OCc1ccc(F)cc1	12	0.9	-1	-1	-0.1	0	4	-2	0	5
O=C(/C=C/c1cccs1)Nc1scc(-c2ccccc2)c1C(=O)O	-17	-1.1	6	.	1.5	-12	-2	23*	-4	12
Cc1noc(C)c1-c1ccc(C(=O)NCC2CC2)c2occc12	.	1.0	.	.	-0.2	.	-2	.	0	-1
CCOc1ccccc1NC(=O)c1ccccc1-c1ccccc1	35	1.3	-31	-1	-0.7	-1	4	0	0	10
COc1cc(CCC(=O)NCc2ccc3c(c2)OCO3)cc(OC)c1OC	62	-0.3	-2	-11	-0.5	-3	-4	-2	0	-8
O=[N+]([O-])c1cc2c(c(CSc3nnc4ccccn34)c1)OCOC2	-5	.	-2	2	-0.3	0	-16	5	-7	-8
COCCN(CCOC)c1ncnc2c1cnn2-c1ccc(Cl)cc1	-4	.	-6	-2	i	-3	8	2	30	-10
Cc1ccc(S(=O)(=O)NC(CCC(N)=O)C(=O)NCc2ccc3c(c2)OCO3)c(C)c1 (configuration not stated)	.	0.0	-3	.	i	4	-2	.	-4	-3
O=C(OCC(=O)N1CCCC1)c1c[nH]c2ccccc12	.	1.1	-5	4	-3.4	1	1	.	7	-1
CC(=O)Nc1c2c(nn1-c1ccc(C)cc1C)CS(=O)C2 (configuration not stated)	20	2.0	26	-11	-0.5	5	8	-2	0	-11
O=C(CCCSc1nc2ccccc2[nH]1)NCc1ccccc1Cl	14	.	5	2	i	0	8	2	-4	3
COc1cc(/C=C/C(=O)OCC(=O)NCCN2C(=O)CSC2=O)ccc1OC(F)F	-10	1.4	-18	1	-0.5	-3	3	-4	8	-10
CCCCOc1ccc(C(=O)NNC(=O)C2C3CCC(C3)C2C(=O)O)cc1 (configuration not stated)	10	0.6	-2	-2	-3.6	4	-5	4	5	14
CN1CCN(S(=O)(=O)c2ccc(NC(=O)Nc3cccc(Cl)c3)cc2)CC1	-13	.	-12	-26	i	6	-2	0	-12	11
Cc1cccc(SC2CCN(Cc3nc(CC4CC4)no3)CC2)c1	5	6.1	-27	-8	-0.8	5	3	6	30	0
Cc1ccc(-c2ccc(C(=O)O)[nH]2)cc1	6	.	-6	7	-0.9	2	6	-1	5	11
O=C(NCCc1csc(-c2cccnc2)n1)c1ccc(Br)o1	-6	5.0	7	2	-0.2	-22	0	2	-2	-5
O=[N+]([O-])c1ccc(N2CCN(C(=S)Nc3ccc(F)cc3)CC2)cc1	20	-0.9	8	0	i	2	-10	0	8	-3
COc1ccc(CC(=O)Nc2ccc(S(=O)(=O)N3CCOCC3)cc2)cc1	.	0.1	-5	-5	-1.4	6	-1	.	2	-5
COc1ccc(C(=O)Nc2ccc(C(=O)NCCc3ccccc3)cc2)cc1	-7	0.7	-17	-8	-0.3	-1	6	0	-4	4
CCN(C(=O)c1cn(C)c(=O)c2cc(OC)c(OC)cc12)c1cc(OC)ccc1OC	2	.	3	7	-0.3	0	5	-3	-3	1
CC(=O)c1cccc(CN2CCC(CO)(CCOc3ccccc3)CC2)c1	66	1.2	14	-2	i	7	-4	4	5	-1
CC(=O)C1=C(C)NC(C)=C(C(C)=O)C1c1cccs1	6	.	-21	-3	i	5	3	5	-4	4
Cc1ccsc1/C=N/Nc1ncc(Cl)cc1Cl	14	.	.	3	0.7	2	2	-2	-4	9
COc1cc(/C=C/C(=O)OCC(=O)NC(=O)NC2CCCCC2C)ccc1OC(F)F (configuration not stated)	.	-1.7	-1	-17	i	0	7	.	18	11
O=C(NCc1ccccc1)C1CCCN(S(=O)(=O)c2ccc(F)cc2)C1 (configuration not stated)	6	0.2	-6	-2	0.1	-6	12	-4	3	4
Cc1ccc2c(c1)c(C1=NC(=S)NC1=O)c(O)n2C	-3	0.5	-2	1	-0.5	15	-15	-6	-10	2

Compound profiles, as listed above.
`CCSc1nccc(-c2nn(-c3ccc(C)cc3)ccc2=O)n1` as listed: VHR inh abs: -19; TcdB inh: .; PriA SSB inh: -1; Rv3671c protease: 8; Vc quorum ag: i; MazEF act: 3; PrPC surface inh: -16; 3CLpro inhibitor: 4; Yp Topo-I inh: 4; CCHFV vOTU inh: 16
`Cc1ccccc1N=C1N=C(N)c2ccccc21` as listed: VHR inh abs: -17; TcdB inh: 1.3; PriA SSB inh: -2; Rv3671c protease: -2; Vc quorum ag: -0.5; MazEF act: 2; PrPC surface inh: 1; 3CLpro inhibitor: 0; Yp Topo-I inh: 4; CCHFV vOTU inh: 8

Screening data from PubChem.

An excerpt, so the mix of outcomes need not match the whole.
